HEK293 NOD2/NF-kB – NOD2 signaling inhibitors, cell-based, luminescence, uHTS, HEK293 (AID 1566) | inhibition, % at 4 µM; hits with a dose series show EC50 in µM | actives 0.63% (n = 290,000) | HEK293 NOD2/NF-kB luciferase reporter, luminescence; higher % means a stronger effect; further: many of its hits are not listed in these tables
NOD1 NF-kB reporter – inhibition of NOD1-driven NF-kB reporter – cell-based, luminescence, uHTS, primary screen (AID 1578); one-dose inhibition, % at 4 µM; EC50 in µM for titrated hits; NOD1-driven NF-kB luciferase reporter cells, luminescence; higher % means a stronger effect; actives 1% (n = 290,000); in the data active means inhibition mostly above about 36%, no sharp cut-off; inactive means mostly below about 34%;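 further: HEK-293T reporter cells stimulated with the NOD1 agonist gamma-tri-DAP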
KOR beta-arrestin-1 – kappa opioid receptor blockers – cell-based, luminescence, uHTS (AID 1778); one-dose inhibition, % at 10 µM; IC50 in µM for titrated hits; KOR beta-arrestin recruitment, luminescence, antagonist mode; higher % means a stronger effect; actives 0.091% (n = 290,000); further: strong numbers were not always called active
AID2073 – disruptors of CaV2.2 binding to Mint1 – biochemical, HTRF (AID 2073); HTRF protein-protein interaction, Mint1-CaV2.2; higher % means a stronger effect; inhibition, % at 20 µM; hits with a dose series show IC50 in µM; actives 0.19% (n = 290,000); in the data active means inhibition mostly above about 51%, no sharp cut-off; inconclusive means no clear call, values can overlap the other calls; inactive means mostly below about 53%; further: some results filed as inactive read as strong as hits
HIV fusion peptide – inhibitors of HIV fusion peptide binding, primary screen, biochemical, uHTS, fluorescence dequenching (AID 1986). cell-free peptide binding, fluorescence dequenching, 30 min; higher % means a stronger effect. one-dose inhibition, % at 20 µM; IC50 in µM for titrated hits. actives 0.3% (n = 290,000); in the data active means inhibition mostly above about 52%, no sharp cut-off; inactive means mostly below about 76%; further: some results filed as inactive read as strong as hits
NS5 inhibitors – Dengue-2 NS5 methyltransferase inhibitors, primary screen, biochemical, confirmation dose response (AID 588689); Dengue-2 NS5 methyltransferase capping enzyme assay, biochemical; higher % means a stronger effect; inhibition, % at 25 µM, or IC50 in µM where a hit was titrated; actives 0.3% (n = 340,000); in the data active means a potency from the dose series; inconclusive means inhibition above about 29% without an active follow-up result
KOR beta-arrestin-2 – KOR agonists, beta-arrestin recruitment, primary screen, cell-based, luminescence, uHTS (AID 1777); KOR beta-arrestin recruitment, luminescence; higher % means a stronger effect; one-dose activation, % at 10 µM; EC50 in µM for titrated hits; actives 0.02% (n = 280,000); in the data active means activation above about 50%, passing the limit was not always enough; further: a part of the inactive calls stands beside numbers as strong as those of hits
West Nile antiviral – inhibition of WNV-induced cytopathic effect – cell-based, CPE readout (AID 1621) | West Nile virus-infected cells, CPE inhibition; higher % means a stronger effect | one-dose CPE inhibition, % at 10 µM; IC50 in µM for titrated hits | actives 0.02% (n = 290,000); in the data active means a potency from the dose series; inconclusive means CPE inhibition mostly from about 3.7% at the one dose, without a potency; inactive means the rest, 99 in 100 with CPE inhibition below about 2.2%; further: strong numbers were not always called active
Yfh1-off respiration – mitochondrial function rescue without frataxin homolog – Friedreich's ataxia, plus single-dose screen, dose response (AID 1465); S. cerevisiae Yfh1-off respiration, WST-1 reduction, 72 h; higher fold induction means a stronger effect; fold induction at 50 µM, or EC50 in µM where a hit was titrated; actives 0.074% (n = 220,000);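 active means fold induction of absorbance versus untreated yeast above a set limit, then at least 30% activation at any dose in follow-up; inconclusive means repeats straddling the limit, or above it without dose testing; inactive means fold induction below the set limit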;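 further: activators that raise dye reduction in frataxin-depleted yeast; strong numbers were not always called active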
NS5 inhibitors pilot replicate – also measured in NS5 inhibitors; calls as there; inhibition, %; measured here: pilot screen replicate inhibition
The depositor's hits bear a star; i = inactive; ? = inconclusive; / = not tested or not shown; [ ] = remark or other dose. Unless noted, no stated cut-off is given here; in the data, active means inhibition above about 50%; inactive means the rest. Not all compounds are listed; rates above refer to the full screens.

SMILES	HEK293 NOD2/NF-kB	NOD1 NF-kB reporter	KOR beta-arrestin-1	AID2073	HIV fusion peptide	NS5 inhibitors	KOR beta-arrestin-2	West Nile antiviral	Yfh1-off respiration	others
CCc1c(C(=O)NNC(=S)Nc2ccc(S(=O)(=O)Nc3ncccn3)cc2)csc1C	0%	-26%	18%	-11%	7.6%	4%	0.0%	-0.2%	/
COCCOC(=O)C1=C(C)NC2(O)c3ccccc3C(=O)C12O (configuration not stated)	4%	12%	-27%	-4%	-2.3%	6%	1.4%	0.0%	i
O=c1cc(CN2CC(O)Cc3ccc4ccccc4c32)nc2sccn12 (configuration not stated)	18%	-27%	17%	4%	-2.3%	5%	-0.7%	0.0%	i
COc1ccc(CC(=O)NCCc2ccc(OC)c(OC)c2)cc1	-5%	-9%	19%	-2%	-1.3%	5%	-1.3%	-0.5%	/
COC(=O)c1cnc(Oc2ccc(NC(=O)NC(=O)c3c(OC)cccc3OC)cc2)cc1C(F)(F)F	-29%	-11%	-89%	22%	-0.7%	-7%	2.1%	0.4%	i
COC(=O)c1ccccc1NC(=O)NC1CCC(C)CC1 (configuration not stated)	2%	-30%	-21%	14%	0.1%	-4%	-5.0%	-0.6%	i
COc1ccc(NC(=O)c2ccc(Br)c(S(=O)(=O)N3CCOCC3)c2)cc1	19%	8%	5%	11%	-2.4%	-5%	-0.9%	-1.0%	/
Cc1ccc(C)c(NC(=O)c2cc(-c3cc(C)c(C)cc3O)n[nH]2)c1	-51%	-11%	-16%	8%	-3.5%	-3%	-4.0%	-0.6%	/
CCCn1c(SCC(=O)Nc2sc(C)c(C)c2C(=O)OCC)nc2c1c(=O)n(C)c(=O)n2C	-6%	-28%	-19%	-4%	0.3%	-3%	4.0%	-0.3%	i
CC1CCCN(C(=O)C2CCN(CC3CC=CCC3)CC2)C1 (configuration not stated)	-6%	-25%	-5%	-6%	-0.4%	2%	-2.2%	-0.3%	i
CCc1ccc(NC(=O)Cn2ccn(-c3cccc(Cl)c3)c(=O)c2=O)cc1	14%	-5%	-8%[20 µM]	2%	1.4%	2%	-6.4%	-0.4%	/
COc1cc(OC)cc(C(=O)NC2CCN(CCCOc3ccccc3)CC2)c1	-5%	-32%	-12%	0%	1.3%	-11%	-2.3%	-1.6%	/

Reprinted from the part before: three entries; new compounds follow.
SMILES	HEK293 NOD2/NF-kB	NOD1 NF-kB reporter	KOR beta-arrestin-1	AID2073	HIV fusion peptide	NS5 inhibitors	KOR beta-arrestin-2	West Nile antiviral	Yfh1-off respiration	others
CC1CCCN(C(=O)C2CCN(CC3CC=CCC3)CC2)C1 (configuration not stated)	-6%	-25%	-5%	-6%	-0.4%	2%	-2.2%	-0.3%	i
CCc1ccc(NC(=O)Cn2ccn(-c3cccc(Cl)c3)c(=O)c2=O)cc1	14%	-5%	-8%[20 µM]	2%	1.4%	2%	-6.4%	-0.4%	/
COc1cc(OC)cc(C(=O)NC2CCN(CCCOc3ccccc3)CC2)c1	-5%	-32%	-12%	0%	1.3%	-11%	-2.3%	-1.6%	/
CCC1Oc2ccc(C)cc2N(CC(=O)NCc2ccco2)C1=O (configuration not stated)	9%	-21%	21%	2%	1.9%	-2%	-2.6%	0.6%	i
COc1cc(S(=O)(=O)NCc2cccnc2)ccc1F	5%	2%	-29%	0%	-1.5%	4%	-0.1%	-0.7%	i	NS5 inhibitors pilot replicate=-0.9
Cc1c(OCC(=O)NCc2ccccn2)ccc2c3c(c(=O)oc12)CCCC3	14%	-25%	4%	-12%	9.2%	-1%	1.1%	-0.9%	/
Cn1cccc1C(=O)NCCc1ccccc1	-61%	-33%	-3%	5%	0.0%	-7%	-4.8%	-0.9%	/
CCC(C)C(=O)Nc1nc2ccc(OC)cc2s1 (configuration not stated)	-53%	-12%	6%	-1%	-0.4%	/	5.4%	0.3%	i
Cc1ccc(NC(=S)NC(=O)C2CC2)cc1Cl	7%	-28%	14%	-3%	-0.1%	-6%	0.9%	-0.7%	/
CCOC(=O)c1nn(-c2ccc(Cl)cc2)c(=O)c(C#N)c1C	15%	-24%	-3%[20 µM]	19%	0.9%	1%	-0.3%	-0.2%	/
O=C(Cn1cnc2sc(-c3ccccc3)cc2c1=O)N1CCOCC1	-2%	-18%	4%	8%	1.5%	-1%	0.0%	1.0%	i
O=C(CCn1c(=O)oc2ccccc21)N1CCN(c2ccc(F)cc2)CC1	-6%	-42%	19%	0%	-1.7%	1%	-1.5%	-0.4%	i
O=C1Oc2ccccc2C(=O)/C1=C/N1CCN(c2ccccc2F)CC1	30%	-9%	-11%	-10%	2.8%	-8%	-1.1%	-0.3%	i
CCc1ccc(C(=O)NNc2ccc(S(N)(=O)=O)cc2)cc1	1%	-5%	26%	-7%	1.0%	/	-0.3%	0.3%	i
O=C(Cn1nc(C(F)(F)F)c2c1CCC2)NCc1ccc(Cl)cc1	14%	-14%	5%	5%	-0.6%	1%	4.0%	0.1%	i
Cc1oc2cc(O)ccc2c(=O)c1-c1ccccc1	10%	-24%	-7%	29%	-1.5%	5%	-0.6%	-0.3%	i
COc1ccc(C2CC(c3c(-c4ccccc4)c4cc(Cl)ccc4[nH]c3=O)=NN2S(C)(=O)=O)cc1OC (configuration not stated)	5%	-11%	-22%	6%	-1.2%	3%	-0.5%	-0.1%	i
CC(C)(C)OC(=O)N1CCC(C(N)=O)CC1	8%	4%	8%	10%	3.3%	2%	-1.5%	0.5%	i
Cc1ccc2cccnc2c1N	7%	-24%	-30%	-8%	-2.6%	5%	6.5%	0.7%	i
Cc1c(NS(=O)(=O)N2CCCCC2)c(=O)n(-c2ccccc2)n1C	-2%	1%	-21%	-3%	-1.5%	0%	0.4%	-0.1%	i
O=C(CSc1nnnn1-c1ccc(O)cc1)Nc1cccc(S(=O)(=O)N2CCCC2)c1	11%	4%	-18%	-3%	-0.6%	-3%	-6.2%	0.1%	i
CN1CCCC(C#CC(O)(c2ccccc2)c2ccccc2)C1 (configuration not stated)	-26%	-6%	-8%[20 µM]	5%	-0.3%	4%	/	-0.3%	i
Cc1ccnc(SCCn2c(N3CCCCC3)nc3c2c(=O)n(C)c(=O)n3C)n1	-10%	-35%	-29%	-2%	0.9%	1%	1.6%	-0.3%	i
CCOC(=O)C(=O)NNc1ccccc1C	19%	-3%	-10%	7%	-1.7%	-5%	-3.1%	-0.6%	i
COc1ccc(-c2nc(CN3CCC(C(=O)N4CCc5ccccc54)CC3)c(C)o2)cc1OC	6%	-12%	23%	0%	0.7%	-2%	-0.2%	-0.4%	i
O=[N+]([O-])c1ccc(OCCn2cnc3ccccc32)cc1	-9%	-50%	-22%	-5%	0.0%	-5%	2.4%	0.1%	i
Cc1nc(SCc2ccc(Cl)c(Cl)c2)ncc1C(=O)O	-22%	-19%	-19%	4%	12%	4%	2.1%	-0.1%	i
Cc1ccc(S(=O)(=O)N2C(=O)C(C)SC2=Nc2ccccc2)cc1 (configuration not stated)	8%	-19%	-9%	-11%	-0.1%	1%	8.4%	0.2%	i
COc1cccc(C2CC(c3ccccc3)n3ncnc3N2)c1 (configuration not stated)	9%	4%	15%	-5%	-0.1%	-3%	-2.3%	-0.3%	i
CC(=O)c1cc(C(=O)Nc2ccc3ccccc3c2)c(C)o1	8%	-40%	6%	-24%	-1.1%	16%	-2.2%	0.5%	/
CN(C(=O)c1ccccc1C(=O)OCC(=O)NC(=O)NC(C)(C)C)C1CCCCC1	-2%	-11%	23%	-23%	-0.9%	-4%	-3.2%	0.1%	i
O=C(Nc1ccccc1-c1nc2ccccc2s1)c1cccnc1Cl	9%	-20%	-21%	?	-3.2%	3%	2.1%	0.2%	i
CCOC(=O)c1oc2ccccc2c1NC(=O)COc1ccc(F)cc1	4%	-8%	-7%	13%	3.5%	4%	2.6%	/	/
O=C(c1ccc(COc2ccccc2[N+](=O)[O-])o1)N1CCCCC1	-4%	-65%	-9%	-5%	1.3%	-2%	0.8%	/	i
CC(=O)c1cccc(N(C(=O)CNC(=O)c2ccco2)C(C(=O)NC2CCCC2)c2ccco2)c1 (configuration not stated)	8%	-19%	-36%	37%	0.0%	-9%	4.5%	-0.5%	/
CCSc1nnc(NC(=O)CC)s1	-4%	-18%	-28%	-4%	2.4%	-3%	10%	0.2%	i
N#Cc1sc2nc(-c3ccccc3)cc(-c3ccco3)c2c1N	2%	-17%	4%	53%	69%	4%	-2.7%	1.3%	i
Cc1ccc(/C=N/NC(=O)Cc2c[nH]c3ccccc23)c(C)c1	4%	-13%	-42%	-1%	-0.7%	-6%	1.6%	/	/
O=C(Nc1ccc(OC(F)(F)F)cc1)c1ccc(S(=O)(=O)N2CCOCC2)o1	3%	0%	32%	9%	0.0%	8%	-1.6%	-1.5%	i
Cc1cc(C)c2[nH]c(O)c(N=NC(=O)c3cc4c(s3)CCCC4)c2c1	33%	49%	-37%	5%	0.5%	/	7.4%	-0.3%	i
Cc1ccc(C(=O)NC(=S)N2CCN(c3ccccc3F)CC2)cc1	3%	20%	6%	-18%	1.8%	-7%	-2.5%	-0.1%	i
CCC(=O)NC(=S)Nc1cccc(C(C)=O)c1	3%	/	28%	-11%	-2.6%	-2%	2.8%	0.2%	i
O=C(Cc1ccc(Br)cc1)NCCN1CCOCC1	4%	-1%	17%	3%	1.3%	-5%	-2.1%	-0.1%	/
CCNC(=O)C12CCC(C)(C(=O)O1)C2(C)C (configuration not stated)	-3%	-41%	-20%	12%	-1.1%	-6%	2.6%	0.5%	i
COc1ccccc1NC(=O)NS(=O)(=O)c1ccc(C)cc1	7%	12%	-19%	0%	0.6%	-2%	-3.1%	0.0%	i
COc1ccc(CNCC(O)(c2ccc(Cl)cc2)c2ccc(Cl)cc2)cc1	2%	/	7%	-2%	-3.7%	0%	-1.5%	2.4%	i
Cc1ccc(S(=O)(=O)N2CCN(C3CCN(Cc4ccccc4)CC3)CC2)cc1	17%	2%	-2%	10%	-0.7%	-3%	11%	-0.4%	i
Cc1cc(C)c(S(=O)(=O)N(C)Cc2cnn(C)c2)c(C)c1	4%	-3%	3%	3%	0.5%	1%	-2.9%	-0.1%	i
CNC(=O)NC(=O)C(C)Oc1ccccc1F (configuration not stated)	14%	-13%	14%	-4%	-0.5%	6%	-3.6%	0.7%	i
Cc1cccc(C)c1NC(=O)CS(=O)CC(=O)Nc1ccc(N2CCOCC2)cc1 (configuration not stated)	-10%	-31%	-50%	2%	0.9%	-5%	5.5%	0.3%	/
CCC1C(C#N)=C(SCC(N)=O)NC2=C1C(=O)CC(C)(C)C2 (configuration not stated)	12%	-3%	27%	3%	-1.1%	/	0.3%	-0.1%	i
O=C(CSc1nnc(-c2ccccc2)n1Cc1ccco1)Nc1ccc(S(=O)(=O)N2CCCC2)cc1	12%	7%	42%	0%	1.4%	3%	-0.5%	0.9%	i
Cc1oc(-c2ccccc2F)nc1CS(=O)(=O)CC(=O)N1CCc2ccccc21	9%	-18%	1%	9%	-0.1%	-1%	-2.2%	-0.2%	i
